Pf growth 96h – Primary qHTS for delayed death inhibitors of the malarial parasite plastid, 96 hour incubation. hit rate 6.9% among 320,000. Potency, µM (series often up to 28.7 µM), for inactives: at the top dose activity change, negative = inhibition, hits mostly inhibitors. P. falciparum luciferase reporter growth, 96 h; further: potency means the concentration at half of the fitted maximal effect; on the % scale 0 is the no-effect control and ±100 the full control effect
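Readout is luminescence from an integrated firefly luciferase in P. falciparum. Red cells, 2% hematocrit and 0.05% parasitemia final, were cultured with compound through two parasite generations (96 hours) at 37 C, 5% CO2.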
TbPYK inhibitor – qHTS of Trypanosoma Brucei Inhibitors; pyruvate kinase (Trypanosoma brucei), Q57TT1; TbPYK enzyme, Kinase-Glo Plus ATP luminescence, 45 min; Potency, µM (doses to about 76.8 µM), for inactives: top-dose activity, negative = inhibition, hits mostly inhibitors; hit rate 0.12% among 410,000; AID 624173, 2012; further: potency means the concentration at half of the fitted maximal effect; on the % scale 0 is the no-effect control and ±100 the full control effect; nearly all actives have a fitted effect of over 50% in size
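T. brucei PYK with substrate was exposed to pin-transferred compounds across a concentration series, then started with 130 uM ADP (final). After 45 min at room temperature, Kinase-Glo Plus luminescence was read, normalized and curve-fitted.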
Shiga toxin inh – A qHTS for Small Molecule Inhibitors of Shiga Toxin; inhibition, % at 38.7 µM; Vero cells, Shiga toxin protein synthesis inhibition reporter; hit rate 9.2% among 290,000; in the data active means inhibition mostly above about 28%, no sharp cut-off; inactive means mostly below about 43%; further: 0% is about no effect
HCV inhibitor – qHTS Assay for Inhibitors of Hepatitis C Virus (HCV); Huh7.5.1 HCVcc-Cre infection, luciferase reporter, 44 h; Potency, µM (doses to about 41.8 µM), for inactives: at the top dose activity change, negative = inhibition, hits mostly inhibitors; hit rate 3.4% among 340,000; further: potency means the concentration at half of the fitted maximal effect; on the % scale 0 is the no-effect control and ±100 the full control effect
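Antiviral activity was scored by luciferase reporter output from cells infected with HCVcc-Cre (~0.5 moi) in presence of compound, 44 h infection period, cells seeded 1,000/well 4 h prior.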
LmPK inhibitor – qHTS Assay for Inhibitors of Leishmania Mexicana Pyruvate Kinase (LmPK) | purified LmPK, Kinase-Glo ATP luminescence, 1 h | hit rate 0.37% among 290,000 | Potency, µM (titrated, usually from 57.5 µM), inactives show at the top dose activity change, negative = inhibition, most hits filed as inhibitors | Q27686 | AID 1721, 2009; further: potency means the concentration at half of the fitted maximal effect; on the % scale 0 is the no-effect control and ±100 the full control effect
Target sequence (Q27686 whole entry, looked up): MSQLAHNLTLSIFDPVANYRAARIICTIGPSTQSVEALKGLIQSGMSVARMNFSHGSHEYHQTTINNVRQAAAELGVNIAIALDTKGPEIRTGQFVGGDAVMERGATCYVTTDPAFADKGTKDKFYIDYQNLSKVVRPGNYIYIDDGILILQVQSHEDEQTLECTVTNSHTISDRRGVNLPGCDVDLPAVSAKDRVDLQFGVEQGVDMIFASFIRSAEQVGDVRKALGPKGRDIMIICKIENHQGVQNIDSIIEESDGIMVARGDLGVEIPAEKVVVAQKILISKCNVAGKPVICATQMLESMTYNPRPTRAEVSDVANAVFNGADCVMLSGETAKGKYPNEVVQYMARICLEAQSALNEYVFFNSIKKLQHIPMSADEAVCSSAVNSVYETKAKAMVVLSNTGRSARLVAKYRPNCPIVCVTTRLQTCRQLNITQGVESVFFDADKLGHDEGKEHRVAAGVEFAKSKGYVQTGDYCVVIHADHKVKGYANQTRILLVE
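Purified LmPK (0.1 nM) with 0.5 mM PEP and 0.1 mM ADP in imidazole buffer pH 7.2 with MgCl2/KCl, 1 h at room temperature. ATP formed was read by luciferase luminescence and normalized to no-enzyme and uninhibited controls.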
Pf growth 48h – Primary qHTS for delayed death inhibitors of the malarial parasite plastid, 48 hour incubation; P. falciparum luciferase growth in erythrocytes, 48 h; Potency, µM (titrated, usually from 28.7 µM), for inactives: at the highest dose activity change, negative = inhibition, hits mostly inhibitors; hit rate 5.9% among 310,000; further: potency means the concentration at half of the fitted maximal effect; on the % scale 0 is the no-effect control and ±100 the full control effect
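Luminescence readout; reporter = integrated firefly luciferase in P. falciparum. RBC culture at 2% hematocrit, 0.1% parasitemia final, 37 C/5% CO2; decreased signal taken as growth inhibition.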
CHX counter – Cycloheximide Counterscreen for Small Molecule Inhibitors of Shiga Toxin | cell reporter, cycloheximide protein synthesis inhibition counterscreen | max response, % | hit rate 12% among 300,000; in the data active means max response mostly above about 13%, no sharp cut-off; inactive means mostly below about 14%; further: read at 38.3 µM for the half of the compounds with a filed dose; 0% is about no effect
Starred values were filed as active, the others as inactive; ? = inconclusive; nt = not tested or not shown; [ ] = dose if it differs, or a comment. Unless noted, the call rests on the fitted dose curve; in most records, active means well fitted curve in the direction sought with a large enough effect; inconclusive means small, poorly fitted or top-dose-only effect, or another doubt; inactive means no such curve, though single readings can be large; an effect the other way counts as inactive or inconclusive.

SMILES	Pf growth 96h	TbPYK inhibitor	Shiga toxin inh	HCV inhibitor	LmPK inhibitor	Pf growth 48h	CHX counter
N=c1c(C(=O)NCc2ccc(F)cc2)cc2c(=O)n3ccccc3nc2n1Cc1cccnc1	5.9µM*	3%	-5	?	1%	nt	-5
Cc1nn(-c2ccccc2)c(C)c1C(=O)OCC(=O)Nc1ccccc1F	118%[activator]	-16%	nt	?	nt	90%[activator]	nt
O=C(CCC(=O)N(CC(=O)NC1CCCCC1)Cc1cccs1)Nc1nccs1	16%	-8%	-9	0%	2%	-4%	-3
O=c1[nH]c(SCc2ccc(Cl)cc2)nc2ccccc12	13µM*	0%	21	-2%	1%	?	3
CN(C)Cc1c(O)ccc2c(=O)c(-c3ccccc3Cl)coc12	?	-3%	3	15%	-7%	-17%	2
CC1CCCN(C(=O)C2CCN(c3ncnc4c3nc3n4CCCCC3)CC2)C1 (stereo unspecified)	12%	-1%	-3	-16%	2%	-14%	1
C/C(=C1/SC(N2CCOCC2)=NC1=O)c1ccc(Cl)cc1	nt	5%	22	-16%	-4%	-15%	-1
CC1CCc2c(sc(NC(=O)C(=O)NCc3ccco3)c2C#N)C1 (stereo unspecified)	21%	3%	-10	-8%	3%	nt	-2
Cc1noc(NS(=O)(=O)c2ccc(N/C=C/C(=O)c3ccccc3)cc2)c1C	nt	4%	72*	10%	-4%	29%	38*
Cc1nc(N2CCOCC2)c2c(C)c(C(=O)Nc3ccc(C(F)(F)F)cc3)sc2n1	-3%	-12%	-15	?	7%	?	-2
CCOc1ccc(CCNC(=O)c2c(C)noc2C)cc1OCC	-4%	0%	nt	-18%	nt	?	nt
COc1ccc(OC)c(NC(=O)c2ccc(Cl)cc2)c1	-14%	3%	23	-30%	0%	-7%	10
CCC(COC)NC(=O)CCc1nnc(Cc2c[nH]c3ccccc23)o1 (stereo unspecified)	13µM*	-10%	2	9%	-18%	6%	-2
Cc1ccc(C)c(C(=O)COC(=O)Cn2[nH]c(=O)c3ccccc3c2=O)c1	-5%	-24%	nt	6%	nt	?	nt
Nc1cc(N)nc(SCC(=O)Nc2ccc(Br)cc2Cl)n1	nt	-28%	48*	?	2%	26%	14
O=[N+]([O-])c1ccc(-[n+]2nc(-c3ccccc3)nn2-c2ccccc2)cc1	17%	5%	-6	15%	-6%	?	-2
Cc1nn(C(C)C(=O)Nc2sc3c(c2C#N)CCCC3)c(C)c1[N+](=O)[O-] (stereo unspecified)	2%	0%	-12	?	4%	-12%	14
NC(=S)NC(=O)c1ccccc1	19%	0%	3	8%	-2%	87%[activator]	-2
COc1c(Cl)cc(-c2noc(C)c2C(=O)NCc2ccc3c(c2)OCO3)cc1Cl	195%[activator]	-1%	-12	-22%	1%	14%	-4
CSc1cc(-c2ccc(Cl)cc2)c(C(=O)NN)s1	12µM*	-9%	17	3.5µM*	2%	?	2
Cn1cc(/C=N/n2cnc3scc(-c4ccc(Cl)cc4)c3c2=O)c2ccccc21	?	5%	-5	5.6µM*	2%	15%	1
N/C(=N\OC(=O)CCn1cccc(C(F)(F)F)c1=O)c1ccc(Cl)cc1	18%	2%	15	-6%	3%	35%[activator]	10
O=C1CCC(C(=O)OCc2nnc(-c3ccc(Cl)cc3)o2)=NN1	9%	-2%	nt	11%	nt	41%[activator]	nt
O=C(CCNC(=O)C1CCN(S(=O)(=O)c2ccc(F)cc2)CC1)NC1CC1	7%	-6%	-2	21%	4%	35%[activator]	13
CCOc1ccccc1NC(=O)CSc1nc2ccccc2nc1N1CCCC1	?	-2%	11	-23%	0%	?	-3
O=C(CCCCCNC(=O)c1ccccc1)N/N=C/c1ccco1	-19%	14%	5	0%	0%	-19%	-2
O=C(CN1CCN(C(c2ccccc2)c2ccccc2)CC1)N1CCN(c2ccccc2)CC1	?	3%	-4	?	9%	12µM*	-2
CCC(C)c1ccc(C2C3=C(Nc4nc(N)[nH]c(=O)c42)c2ccccc2C3=O)cc1 (stereo unspecified)	?	2%	-1	7.9µM*	-5%	-17%	-2
COc1ccc(CN(CC2CCCO2)C(=O)CN2C(=O)COc3ccccc32)cc1OC (stereo unspecified)	63%[activator]	-14%	-7	5%	6%	?	-3
O=C(Nc1ccc(NC(=O)C2CCCCC2)nc1)c1ccco1	162%[activator]	-1%	66*	-6%	1%	-6%	52*
CC(=O)C1=C(O)CCC1=NCCc1ccccc1	7%	-1%	-14	1%	-16%	nt	12
CCC(C)C(NC(=O)CCCNC(=O)CCC(=O)OC1O[C@H]2OC3(C)CC[C@H]4[C@H](C)CCC(C1C)C24OO3)C(=O)O (stereo partly specified)	?	nt	3	nt	-1%	0%	10
Cc1ccc(/C=C/C(=O)c2ccc([N+](=O)[O-])o2)cc1	-9%	-7%	nt	0.56µM*	nt	?	nt
Cc1ccc(C(=O)N2CCC(n3nccc3NC(=O)C3CCOC3)CC2)cc1 (stereo unspecified)	?	-4%	-4	11%	-6%	15%	4
CC(=O)c1c(C)[nH]c(C(=O)CN2CCN(S(=O)(=O)c3ccc(C(C)C)cc3)CC2)c1C	12µM*	1%	nt	?	nt	12µM*	nt
CN(Cc1ccccc1)Cc1ccccc1F	?	13%	-3	13%	5%	54%[activator]	-3
Cc1ccc(S(=O)(=O)N2CCN(C(=O)c3n[nH]c4ccccc34)CC2)cc1	12µM*	2%	nt	0%	nt	2.6µM*	nt
Cc1ccc(S(=O)(=O)NNC(=S)NC(C)(C)C)cc1	0%	-8%	-3	8%	-2%	-5%	1
Cc1nnc(NC(=O)C(C)Sc2nnc(CNC(=O)c3ccccc3F)n2C)s1 (stereo unspecified)	?	5%	nt	23%	nt	-8%	nt
C=CCOC(=O)C1=C(C)Nc2nnnn2C1c1cc(OC)ccc1OC (stereo unspecified)	55%[activator]	-9%	19	-2%	-6%	-7%	-4
O=C(NN=C1CCC(=NNC(=O)c2cccnc2)CC1)c1cccnc1	-4%	-2%	45	-19%	14%	30%	22*
CCCCn1c(N)c(N(CCC(C)C)C(=O)C(C)N2C(=O)c3ccccc3C2=O)c(=O)[nH]c1=O (stereo unspecified)	5%	1%	nt	3%	nt	?	nt
Cc1cccc(C(=O)Nc2cccc(C(=O)N3CCOCC3)c2)c1	138%[activator]	0%	9	2%	-2%	nt	19
CCN(CC)CCNC(=O)CS(=O)Cc1nc(-c2ccc(C)cc2)oc1C (stereo unspecified)	?	-5%	-6	?	-2%	?	2
CCNCC(=O)N1c2ccccc2CCc2ccc(NC(=O)OCC)cc21	-28%	9%	-10	-16%	8%	10µM*	-6

Copied from the entries so far (4 entries):
SMILES	Pf growth 96h	TbPYK inhibitor	Shiga toxin inh	HCV inhibitor	LmPK inhibitor	Pf growth 48h	CHX counter
CCCCn1c(N)c(N(CCC(C)C)C(=O)C(C)N2C(=O)c3ccccc3C2=O)c(=O)[nH]c1=O (stereo unspecified)	5%	1%	nt	3%	nt	?	nt
Cc1cccc(C(=O)Nc2cccc(C(=O)N3CCOCC3)c2)c1	138%[activator]	0%	9	2%	-2%	nt	19
CCN(CC)CCNC(=O)CS(=O)Cc1nc(-c2ccc(C)cc2)oc1C (stereo unspecified)	?	-5%	-6	?	-2%	?	2
CCNCC(=O)N1c2ccccc2CCc2ccc(NC(=O)OCC)cc21	-28%	9%	-10	-16%	8%	10µM*	-6

The list continues:
SMILES	Pf growth 96h	TbPYK inhibitor	Shiga toxin inh	HCV inhibitor	LmPK inhibitor	Pf growth 48h	CHX counter
CCOC(=O)N/N=C(\C)c1cccs1	?	1%	96*	16%	7%[11.5 µM]	34%[activator]	35*
CC(Nc1nc(-c2cccnc2)nc2ccccc12)c1ccc(F)cc1 (stereo unspecified)	6.6µM*	-6%	1	8.9µM*	-2%	4.7µM*	-2
O=C1CN(C(=O)c2ccc(Br)o2)C(c2ccc(F)cc2)c2cc(Cl)ccc2N1 (stereo unspecified)	?	-10%	-3	?	-1%	?	-2
CC1CCc2nc(NC(=O)CN3CCN(c4ccc(F)cc4)CC3)sc2C1 (stereo unspecified)	17%	4%	-18	-29%	4%	nt	3
COc1ccc(O)c(/C=N/NC(=S)NCCc2ccccc2)c1	?	-2%	18	?	6%	2.6µM*	3
Cc1c(N=Nc2c(O)[nH]c(=S)[nH]c2=O)c(=O)n(-c2ccccc2)n1C	?	-30%	-10	1%	1%	-16%	-1
CCOC(=O)C1=CC[C@@H](c2cc3ccc(OC)cc3n2C)N(S(=O)(=O)c2ccc(C)cc2)[C@H]1C(=O)OCC	?	4%	nt	2%	nt	16%	nt
COc1ccc(NC(=O)CN2CCc3ccccc3C2)c([N+](=O)[O-])c1	236%[activator]	-15%	-2	?	-9%	13%	7
Cc1ccc(-c2ocnc2C(=O)N2CCN(C(=O)c3cccs3)CC2)cc1	-28%	-3%	-9	13%	-2%	20%	-3
CCCCCCCCSc1n[nH]c(N)n1	-15%	-6%	15	1%	2%	5%	6
COC(=O)[C@]1(C)N[C@H](c2ccc(-c3ccccc3)cc2)[C@@H]2C(=O)N(C)C(=O)[C@@H]21	?	-6%	nt	-9%	nt	?	nt
CCOC(=O)Cc1csc(NC(=O)COc2ccc(C)cc2)n1	97%[activator]	-13%	11	-19%	4%	?	10
CN1C(=O)C(=O)/C(=C(/O)c2ccc(Br)cc2)C1c1ccccc1F (stereo unspecified)	1%	-28%	-6	4%	3%	nt	-4
CC(C(=O)N1CCc2ccccc21)N1CCN(c2ccccn2)CC1 (stereo unspecified)	-24%	4%	13	41%[activator]	2%	-22%	0
CCOC(=O)Cc1cc(=O)n2[nH]c(C)c(-c3ccccc3OC)c2n1	66%[activator]	2%	-14	23%	4%	17%	-2
O=C(CSc1nc(=O)n(CCN2CCOCC2)c2c1CCCC2)Nc1ccc(F)cc1F	-8%	-1%	nt	9%	nt	?	nt
COc1cc(/C=N/Nc2ccc(S(N)(=O)=O)cc2)cc(OC)c1OC	24%	?	-4	10µM*	5%	6%	2
COC(=O)c1sccc1NC(=O)c1ccccc1[N+](=O)[O-]	1.9µM*	-4%	-12	-18%	4%	1%	1
CCc1cccc(NC(=S)N(CCN(C)C)C2CCN(C(C)C)CC2)c1	6%	-1%	-1	8.9µM*	0%	-29%[0.00184 µM]	-4
C=C(C)c1cccc(C(C)(C)NC(=O)NC2CN3CCC2CC3)c1 (stereo unspecified)	nt	-1%	-16	-2%	1%	-11%	-1
COc1ccc(OC)c(S(=O)(=O)NCCCn2ccnc2)c1	6%	-5%	11	-16%	-2%	3%	1
Clc1ccc(N2CCN(/N=C/c3ccncc3)CC2)cc1	?	9%	-9	?	1%	1%	-3
O=S(=O)(Nc1ccc(-n2cnnn2)cc1)c1ccc(Cl)cc1	0%	3%	nt	17%	nt	-4%	nt

Complete entries from above:
Listed for O=C(CSc1nc(=O)n(CCN2CCOCC2)c2c1CCCC2)Nc1ccc(F)cc1F = Pf growth 96h: -8%; TbPYK inhibitor: -1%; Shiga toxin inh: nt; HCV inhibitor: 9%; LmPK inhibitor: nt; Pf growth 48h: ?; CHX counter: nt
Listed for Clc1ccc(N2CCN(/N=C/c3ccncc3)CC2)cc1 = Pf growth 96h: ?; TbPYK inhibitor: 9%; Shiga toxin inh: -9; HCV inhibitor: ?; LmPK inhibitor: 1%; Pf growth 48h: 1%; CHX counter: -3

High-throughput results: PubChem BioAssay, National Center for Advancing Translational Sciences (NCATS)
